Compound activity deposited in PubChem BioAssay by several laboratories.
IDE cell inh: inhibits human insulin-degrading enzyme in HEK cells. P14735. 320,000 tested, 0.41% active. inhibition, % at 5.59 µM. FAbetaB cleavage, fluorescence polarization;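 active = percent inhibition above the average of all tested compounds plus 3 SD, set per screening campaign, cut at about 16% in these data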;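 also: IDE supplied by intact live HEK cells; FP after avidin binding of uncleaved biotin substrate so inhibition keeps polarization high; 0% = DMSO wells and 100% = 60 µM reference IDE inhibitor Ii1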
IMP-1 inh: inhibitors of Pseudomonas aeruginosa IMP-1 metallo-beta-lactamase; purified IMP-1, nitrocefin hydrolysis, epi-absorbance fluorescence; inhibition, % at 5.6 µM; 290,000 tested, 0.45% active;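 active = inhibition above the mean plus 3 SD of all compounds in the same screening run, cut at about 4.5% in these data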;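 also: 0% = IMP-1 with DMSO and 100% = DMSO wells lacking enzyme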
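Test system: recombinant IMP-1 enzyme, purified / Medium: HEPES buffer pH 7.1 with ZnSO4 and Brij 35 / Doses: single dose, 5.6 µM / Times: 25 °C, 15 min preincubation, 25 min reaction / Detection: Epi-absorbance via hydrolysed-nitrocefin quenching of white-plate fluorescence, 480/530 nm, EDTA stop / Evaluation: percent inhibition from optical density relative to buffer-blank wells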
PfM18AAP inh: PfM18AAP enzyme inhibition | recombinant PfM18AAP, H-Glu-NHMec fluorogenic cleavage | inhibition, % at 7.35 µM | AID 1822 | 290,000 tested, 1.2% active;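 active = inhibition above the campaign mean inhibition over all tested compounds plus 3 SD, cut at about 28% in these data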;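 also: 0% = plate median of test compound wells and 100% = 2 mM ZnCl2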
IDE cell activ: activators of human insulin-degrading enzyme in cells; P14735; HEK cells, FAbeta-B cleavage, fluorescence polarization; 0% vehicle, 100% cell-free pure enzyme wells; activation, % at 5.96 µM; 340,000 tested, 0.073% active; AID 493087;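 active = activation above the mean of all tested compounds plus 3 SD, set per screening campaign, cut at about 17% in these data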
PHOSPHO1 block: PHOSPHO1 (human) inhibition; 290,000 tested, 1.1% active; inhibition, % at 13.3 µM; Q8TCT1; recombinant PHOSPHO1, absorbance phosphatase assay; in the data active = inhibition above about 60%
GPR7 antagonist: human neuropeptides B/W receptor 1 antagonism; P48145; GPR7-expressing cells, fluorescence antagonist assay; inhibition, % at 4.4 µM; 290,000 tested, 1.1% active; in the data active = inhibition above about 16%, passing the limit was not always enough;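 also: cells stimulated with the agonist NPW; 0% = agonist with vehicle and 100% = vehicle without agonist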
VIM-2 inh: blocks Pseudomonas aeruginosa VIM-2 metallo-beta-lactamase; purified VIM-2, nitrocefin hydrolysis, epi-absorbance fluorescence; inhibition, % at 5.6 µM; 290,000 tested, 0.89% active;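 active = inhibition above the mean of all tested compounds plus 3 SD, cutoff set per screening run, cut at about 7.5% in these data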;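 also: red hydrolysis product quenches plate fluorescence so inhibitors raise well fluorescence; 0% = enzyme with DMSO and 100% = DMSO without enzyme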
pCIP destab: p/CIP protein destabilization. decrease of EGFP signal, % at 10 µM. AID 1984. 290,000 tested, 0.01% active. Q05BA5. F442A p/CIP-EGFP cells, EGFP fluorescence, 16 h;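 active = EGFP signal decrease of at least 30% at 10 µM or well 3 SD below plate mean, unless failing retest; inactive = the rest, including hits failing retest or dose response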; also: some compounds called inactive have numbers as strong as hits; many of its hits are not listed in these tables
Target sequence (Q05BA5 1-1403): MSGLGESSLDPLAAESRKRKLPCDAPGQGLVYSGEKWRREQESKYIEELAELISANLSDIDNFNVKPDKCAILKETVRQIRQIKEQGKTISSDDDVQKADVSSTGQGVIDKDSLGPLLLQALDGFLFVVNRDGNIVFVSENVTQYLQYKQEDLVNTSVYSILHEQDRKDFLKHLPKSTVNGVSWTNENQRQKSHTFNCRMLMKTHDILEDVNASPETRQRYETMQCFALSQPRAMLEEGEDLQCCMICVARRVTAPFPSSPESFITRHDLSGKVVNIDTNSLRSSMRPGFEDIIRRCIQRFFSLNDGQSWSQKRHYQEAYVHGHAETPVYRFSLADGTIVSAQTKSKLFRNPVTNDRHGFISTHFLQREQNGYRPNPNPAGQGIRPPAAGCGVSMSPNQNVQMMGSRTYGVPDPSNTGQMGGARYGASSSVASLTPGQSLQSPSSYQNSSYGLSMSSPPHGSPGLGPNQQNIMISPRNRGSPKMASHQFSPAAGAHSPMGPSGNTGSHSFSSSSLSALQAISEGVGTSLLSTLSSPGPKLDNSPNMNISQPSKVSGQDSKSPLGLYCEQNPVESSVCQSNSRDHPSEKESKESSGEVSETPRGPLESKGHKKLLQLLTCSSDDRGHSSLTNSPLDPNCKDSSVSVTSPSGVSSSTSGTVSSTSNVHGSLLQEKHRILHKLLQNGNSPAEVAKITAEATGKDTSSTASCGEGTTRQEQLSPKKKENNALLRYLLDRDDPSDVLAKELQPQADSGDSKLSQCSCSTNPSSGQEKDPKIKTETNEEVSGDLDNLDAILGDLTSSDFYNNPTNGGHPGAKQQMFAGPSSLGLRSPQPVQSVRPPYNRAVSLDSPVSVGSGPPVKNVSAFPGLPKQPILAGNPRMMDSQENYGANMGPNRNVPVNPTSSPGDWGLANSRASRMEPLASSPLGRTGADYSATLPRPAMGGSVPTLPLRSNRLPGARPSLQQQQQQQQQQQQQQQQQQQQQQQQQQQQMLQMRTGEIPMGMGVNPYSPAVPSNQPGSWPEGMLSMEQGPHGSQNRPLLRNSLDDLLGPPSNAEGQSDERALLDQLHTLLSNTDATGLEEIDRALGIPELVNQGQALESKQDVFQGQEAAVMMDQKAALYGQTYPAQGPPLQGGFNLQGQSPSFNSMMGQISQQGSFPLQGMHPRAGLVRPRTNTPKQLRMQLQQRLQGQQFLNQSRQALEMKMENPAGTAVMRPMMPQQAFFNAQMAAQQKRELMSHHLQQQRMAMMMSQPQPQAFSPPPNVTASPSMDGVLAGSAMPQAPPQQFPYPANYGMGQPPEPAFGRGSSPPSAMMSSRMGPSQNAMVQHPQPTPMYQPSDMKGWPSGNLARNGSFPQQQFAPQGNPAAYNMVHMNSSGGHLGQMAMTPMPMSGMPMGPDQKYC
NALP1 yeast inh: blocks the NALP1 inflammasome reconstituted in yeast. S. cerevisiae NALP1/ASC/caspase-1 growth, X-gal OD620, 72 h. inhibition, % at 10 µM. 280,000 tested, 0.61% active; in the data active = inhibition mostly above about 24%, no sharp cut-off; inactive = mostly below about 32%; also: some compounds called inactive have numbers as strong as hits
The depositor's hits bear a star.

For COc1cc([N+](=O)[O-])cc2sc(NC(=O)C(C)(C)C)nc12 the results were IDE cell inh -7, IMP-1 inh -0.3, PfM18AAP inh 9, IDE cell activ 0, PHOSPHO1 block 20, GPR7 antagonist -12, VIM-2 inh 1.4, pCIP destab -5 and NALP1 yeast inh 12.
Screening O=C(O)CCc1ccc(-c2ccccc2)n1NC(=O)c1ccco1 returned IDE cell inh -1, IMP-1 inh -3.4, PfM18AAP inh 2, IDE cell activ 3, PHOSPHO1 block -10, GPR7 antagonist -10, VIM-2 inh -2.5, pCIP destab -6 and NALP1 yeast inh -2.
Screening CCCN(CCC)C(=O)C1CC(=O)OC12CCOC(C)(C)C2 (configuration not stated) returned IDE cell inh -4, IMP-1 inh -1.8, PfM18AAP inh -8, IDE cell activ 1, PHOSPHO1 block 6, GPR7 antagonist -1, VIM-2 inh -1.8, pCIP destab -6 and NALP1 yeast inh 22.
Screening C/C(=N\OCC(=O)O)c1ccc(Cl)cc1 returned IDE cell inh -4, IMP-1 inh -2.4, PfM18AAP inh 3, IDE cell activ 5, PHOSPHO1 block -4, GPR7 antagonist -16, VIM-2 inh -2.9, pCIP destab -3 and NALP1 yeast inh -3.
Screening O=C(N=Nc1c(O)n(C2OC(=O)c3ccccc32)c2ccccc12)c1ccco1 (configuration not stated) returned IDE cell inh -2, IMP-1 inh -1.0, PfM18AAP inh -14, PHOSPHO1 block 12, GPR7 antagonist -1, VIM-2 inh -3.6, pCIP destab -15 and NALP1 yeast inh 21.
`O=C(Oc1ccc(-c2cnc3ccccc3n2)cc1)c1ccco1` gave IDE cell inh -4, IMP-1 inh -1.8, PfM18AAP inh -2, IDE cell activ 1, PHOSPHO1 block 23, GPR7 antagonist -2, VIM-2 inh -1.3, pCIP destab -15 and NALP1 yeast inh 11.
Screening Cc1cc(C)n(-c2nc3c(c(=O)[nH]c(=O)n3C)n2Cc2ccc(F)cc2)n1 returned IDE cell inh -5, IMP-1 inh -3.6, PfM18AAP inh -1, IDE cell activ 2, PHOSPHO1 block 23, GPR7 antagonist -25, VIM-2 inh -0.4 and pCIP destab 6.
`CNC(=O)c1cccc2cccc(Sc3ccccc3C(=O)O)c12` gave IDE cell inh 7, IMP-1 inh -1.1, PfM18AAP inh 5, IDE cell activ 1, PHOSPHO1 block 29, GPR7 antagonist -1, VIM-2 inh -1.6, pCIP destab 1 and NALP1 yeast inh 0.
For c1ccc(C2CCC(N3CCN(c4ccccc4)CC3)CC2)cc1 (configuration not stated) the results were IDE cell inh 9, IMP-1 inh -5.1, PfM18AAP inh -3, IDE cell activ 5, PHOSPHO1 block -8, GPR7 antagonist -20, VIM-2 inh -1.6, pCIP destab -1 and NALP1 yeast inh 4.
For O=C(CN1C(=O)COc2ccccc21)NCc1ccccn1 the results were IDE cell inh 5, IMP-1 inh -0.7, PfM18AAP inh -7, IDE cell activ 1, PHOSPHO1 block -17, GPR7 antagonist 7, VIM-2 inh -3.1, pCIP destab 5 and NALP1 yeast inh -1.
`COc1ccc(/C=N/Nc2nc(C(=O)O)cs2)cc1` gave IDE cell inh -1, IMP-1 inh -3.6, PfM18AAP inh 34*, IDE cell activ -5, GPR7 antagonist -2, VIM-2 inh -4.9, pCIP destab -7 and NALP1 yeast inh -18.
COC(=O)c1ccccc1NC(=O)CSc1n[nH]c(-c2ccco2)n1 was read as IDE cell inh 1, IMP-1 inh -2.8, PfM18AAP inh -5, IDE cell activ 4, PHOSPHO1 block 22, GPR7 antagonist -4, VIM-2 inh 1.1, pCIP destab -10 and NALP1 yeast inh 16.
For CCOC(=O)Cc1csc(NC(=O)Cc2ccc(Cl)cc2)n1 the results were IDE cell inh 0, IMP-1 inh -2.5, PfM18AAP inh -4, IDE cell activ 7, PHOSPHO1 block 40, GPR7 antagonist -16, VIM-2 inh -2.9, pCIP destab -3 and NALP1 yeast inh 2.
For CC(=O)c1ccc(N2CCN(C(=O)C3CCCN(S(=O)(=O)c4cnc[nH]4)C3)CC2)cc1 (configuration not stated) the results were IDE cell inh -5, IMP-1 inh 0.1, PfM18AAP inh -5, IDE cell activ 0, PHOSPHO1 block 28, GPR7 antagonist -6, VIM-2 inh -0.9, pCIP destab -9 and NALP1 yeast inh 17.
For CCCC[C@H](CN[C@@H](CNC)[C@H](C)CC)NCCC12CCC(CC1)C2 the results were IDE cell inh 4, IMP-1 inh -3.4, PfM18AAP inh 2, IDE cell activ 10, PHOSPHO1 block 31, GPR7 antagonist 33, VIM-2 inh 1.8, pCIP destab -3 and NALP1 yeast inh 20.
Screening CCN(CC)S(=O)(=O)c1ccc(N2CCCC2)c(C(=O)Nc2ccc(OC)c(Cl)c2)c1 returned IDE cell inh 10, IMP-1 inh -3.6, PfM18AAP inh -1, IDE cell activ 3, PHOSPHO1 block -10, GPR7 antagonist 0, VIM-2 inh -3.7, pCIP destab -15 and NALP1 yeast inh 8.
O=C(NNc1ncnc2c1cnn2-c1ccccc1)c1cccs1 was read as IDE cell inh -4, IMP-1 inh -2.3, PfM18AAP inh -1, IDE cell activ 0, PHOSPHO1 block 1, GPR7 antagonist 0, VIM-2 inh -0.5, pCIP destab 0 and NALP1 yeast inh -5.
CCOc1ccc2[nH]cc(C(=O)NCCCN3CCOCC3)c(=O)c2c1 was read as IDE cell inh -3, IMP-1 inh 0.2, PfM18AAP inh 4, IDE cell activ -2, PHOSPHO1 block 49, GPR7 antagonist 1, VIM-2 inh -0.3, pCIP destab -8 and NALP1 yeast inh 5.
Cc1onc(-c2ccccc2)c1C(=O)N1CCN(Cc2ccc3c(c2)OCO3)CC1 was read as IDE cell inh 0, IMP-1 inh -1.7, PfM18AAP inh 5, IDE cell activ 2, PHOSPHO1 block 8, GPR7 antagonist -10, VIM-2 inh -0.8, pCIP destab -3 and NALP1 yeast inh -1.
For Cc1ccc(S(=O)(=O)N2CCCCC2)cc1C(=O)NC1CCCCC1 the results were IDE cell inh 1, IMP-1 inh -3.9, PfM18AAP inh -11, IDE cell activ -2, PHOSPHO1 block 16, GPR7 antagonist 7, VIM-2 inh -4.7, pCIP destab -11 and NALP1 yeast inh -7.

A draw from above in order of molar mass, smallest number first.
O=C(NNc1ncnc2c1cnn2-c1ccccc1)c1cccs1 was read as IDE cell inh -4, IMP-1 inh -2.3, PfM18AAP inh -1, IDE cell activ 0, PHOSPHO1 block 1, GPR7 antagonist 0, VIM-2 inh -0.5, pCIP destab 0 and NALP1 yeast inh -5.
COC(=O)c1ccccc1NC(=O)CSc1n[nH]c(-c2ccco2)n1 was read as IDE cell inh 1, IMP-1 inh -2.8, PfM18AAP inh -5, IDE cell activ 4, PHOSPHO1 block 22, GPR7 antagonist -4, VIM-2 inh 1.1, pCIP destab -10 and NALP1 yeast inh 16.
For CC(=O)c1ccc(N2CCN(C(=O)C3CCCN(S(=O)(=O)c4cnc[nH]4)C3)CC2)cc1 (configuration not stated) the results were IDE cell inh -5, IMP-1 inh 0.1, PfM18AAP inh -5, IDE cell activ 0, PHOSPHO1 block 28, GPR7 antagonist -6, VIM-2 inh -0.9, pCIP destab -9 and NALP1 yeast inh 17.

Two compounds drawn at random from the list so far:
Screening C/C(=N\OCC(=O)O)c1ccc(Cl)cc1 returned IDE cell inh -4, IMP-1 inh -2.4, PfM18AAP inh 3, IDE cell activ 5, PHOSPHO1 block -4, GPR7 antagonist -16, VIM-2 inh -2.9, pCIP destab -3 and NALP1 yeast inh -3.
Cc1onc(-c2ccccc2)c1C(=O)N1CCN(Cc2ccc3c(c2)OCO3)CC1 was read as IDE cell inh 0, IMP-1 inh -1.7, PfM18AAP inh 5, IDE cell activ 2, PHOSPHO1 block 8, GPR7 antagonist -10, VIM-2 inh -0.8, pCIP destab -3 and NALP1 yeast inh -1.

(more compounds)
CCCc1cc(-c2ccc(O)c(OCC)c2)c(C#N)c(N)n1 was read as IDE cell inh 7, IMP-1 inh -1.1, PfM18AAP inh 16, IDE cell activ 1, PHOSPHO1 block 20, GPR7 antagonist -6, VIM-2 inh -1.7, pCIP destab -11 and NALP1 yeast inh 7.
`CC1CN(S(=O)(=O)c2ccc(F)cc2)C(C)N1C(=O)N1CCOCC1` (configuration not stated) gave IDE cell inh -7, IMP-1 inh -1.3, PfM18AAP inh -4, IDE cell activ 1, PHOSPHO1 block 40, GPR7 antagonist -8, VIM-2 inh -1.6, pCIP destab -2 and NALP1 yeast inh -4.
COCCCNC(=O)c1ccc(C2SCC(=O)N2Cc2ccco2)cc1 (configuration not stated) was read as IDE cell inh 2, IMP-1 inh -2.3, PfM18AAP inh -3, IDE cell activ -1, PHOSPHO1 block 11, GPR7 antagonist -7, VIM-2 inh -0.8, pCIP destab 1 and NALP1 yeast inh 13.
`Cc1ccc(CC2CC(=O)N(c3nc4ccccc4n3C)C2=O)cc1` (configuration not stated) gave IDE cell inh -4, IMP-1 inh 14*, PfM18AAP inh 3, IDE cell activ 2, PHOSPHO1 block 1, GPR7 antagonist -3, VIM-2 inh -1.7, pCIP destab -17 and NALP1 yeast inh 6.
FC(F)(F)c1cccc(NC(=S)NC2CCCC2)c1 was read as IDE cell inh 3, IMP-1 inh -3.9, PfM18AAP inh 4, IDE cell activ 7, PHOSPHO1 block -4, GPR7 antagonist -5, VIM-2 inh -0.3, pCIP destab 8 and NALP1 yeast inh 17.
CC(=O)c1c(C)[nH]c(C(=O)OCC(=O)Nc2ccc(Cl)c(S(=O)(=O)N(C)C)c2)c1C was read as IDE cell inh 3, IMP-1 inh -0.1, PfM18AAP inh -4, IDE cell activ 1, PHOSPHO1 block 4, GPR7 antagonist -6, VIM-2 inh 1.1, pCIP destab -1 and NALP1 yeast inh 19.
Screening COc1c(C(O)CC(C)C)ccc2c1C(=O)OCc1cc(C)cc(O)c1O2 (configuration not stated) returned IDE cell inh 3, IMP-1 inh -1.6, PfM18AAP inh 9, IDE cell activ 1, PHOSPHO1 block -28, GPR7 antagonist -5, VIM-2 inh -0.7, pCIP destab 4 and NALP1 yeast inh -6.
Screening CC1=C(C(=O)Nc2ccc(CC(=O)NCc3ccccc3C)cc2)SCCO1 returned IDE cell inh 2, IMP-1 inh -3.1, PfM18AAP inh -2, IDE cell activ -4, PHOSPHO1 block 32, GPR7 antagonist 12, VIM-2 inh -6.0, pCIP destab -1 and NALP1 yeast inh -28.
Screening Cc1nc2ccccc2n1CC(=O)NCCN1CCOCC1 returned IDE cell inh -1, IMP-1 inh -3.2, PfM18AAP inh 2, IDE cell activ 6, PHOSPHO1 block 8, GPR7 antagonist -9, VIM-2 inh -3.3, pCIP destab -1 and NALP1 yeast inh -84.
`CCCCn1c(SCc2nnc(-c3ccccc3)o2)nc2c1c(=O)n(C)c(=O)n2C` gave IDE cell inh -1, IMP-1 inh -4.0, PfM18AAP inh 3, IDE cell activ 5, PHOSPHO1 block -12, GPR7 antagonist -16, VIM-2 inh -3.2, pCIP destab -11 and NALP1 yeast inh 26.
`CC(=O)Nc1cccc(C(=O)Oc2cccc(C)c2)c1O` gave IDE cell inh 9, IMP-1 inh -3.2, PfM18AAP inh 4, IDE cell activ 3, PHOSPHO1 block 1, GPR7 antagonist 2, VIM-2 inh -1.8, pCIP destab -2 and NALP1 yeast inh 8.
Screening CCOC(=O)CN1C2=NCCCN2c2ccccc21 returned IDE cell inh 1, IMP-1 inh -1.3, PfM18AAP inh 0, IDE cell activ -2, PHOSPHO1 block 37, GPR7 antagonist -14, VIM-2 inh -4.5, pCIP destab -20 and NALP1 yeast inh 4.
